High-throughput results (PubChem BioAssay)
Statin myotox sup = protects C2C12 myotubes from simvastatin toxicity; ATP luminescence, 48 h; scaled: DMSO 0, geranylgeraniol control 100; rescue of ATP level, % at 7.49 µM; 0.78% of 330,000 active; AID 602340;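 active = mean ATP rescue above about 67%, or every replicate alone reaching that limit, limit read from the data, passing the limit was not always enough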;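 also: myotubes were challenged with 10 µM simvastatin during compound exposure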
PGC1a acetyl inh = lowers PGC1a acetylation signal in U2OS cells; AlphaScreen anti-acetyl-lysine; with virally co-expressed GCN5 acetyltransferase; inhibition, % at 15.6 µM; 0.17% of 350,000 active;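 active = every replicate shows inhibition of at least 40%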;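 also: 0% = neutral control wells and 100% = positive control wells; some results beyond the cut were filed as inactive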
PglD inh = PglD (C. jejuni) enzyme inhibition; 0.098% of 360,000 active; AID 602405; purified PglD enzyme, DTNB colorimetric CoA detection; inhibition, % at 12.5 µM; in the data active = inhibition above about 16%, passing the limit was not always enough; also: strong numbers were not always called active
F508del corr = correctors of CFTR F508del function in bronchial epithelial cells; CFBE cells, YFP halide quenching; stimulated with forskolin plus potentiator P3; % fluorescence drop versus neutral controls; activity (quench increase), % at 7.58 µM; 0.36% of 350,000 active; AID 720511;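 active = mean added fluorescence quench of at least 8% versus neutral control, with both replicates also reaching 8%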;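 also: cells transiently co-express mutant CFTR-F508del with the halide-sensitive YFP; corrector assay measuring rescue of mutant channel to the surface after 24 h compound exposure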
FN deposition inh = fibronectin deposition inhibition; AH1F fibroblasts, Alexa488-fibronectin deposition fluorescence, overnight; 0.086% of 350,000 active; inhibition, % at 12.6 µM;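 active = mean inhibition across replicates of 30% or more, regardless of how many single replicates reach that level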;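 also: positive control wells lacked labelled fibronectin entirely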
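Material: AH1F fibroblast monolayer depositing Alexa488-labelled fibronectin into matrix | Input: 10000 AH1F cells/well | Medium: DMEM plus 2% serum, read in PBS | Reagent: Alexa488-fibronectin, 24 nM final in well | Compound dosing: One dose per compound, pinned | Schedule: 1 h adhesion, overnight exposure | Measured by: Fluorescence at 485 nm excitation, 525 nm emission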
INS-1E GSIS act = GLuc luminescence reporter in INS-1E cells, primary screen for activators of glucose-dependent secretion of insulin; AID 743287; activation, % at 16.6 µM; 0.61% of 370,000 active; INS-1E GLuc reporter insulin secretion, 2-3 h;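 active = lowest replicate activation of at least 40%, so every replicate reaches that level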;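 also: 0% = median of neutral control wells and 100% = median of IBMX positive control wells; some compounds called inactive have numbers as strong as hits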
miR122 inh = inhibitors of miR-122 in Huh7 cells; Huh7 miR-122 Renilla luciferase sensor, 48 h; neutral wells = 0, positive control = 100; activation (reporter increase), % at 12.5 µM; 0.3% of 340,000 active; AID 602342;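 active = mean replicate activation score at least 90 and every replicate individually at or above 90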;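 also: higher luciferase means less miR-122 activity so hits act as miR-122 inhibitors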
Cneo AK release = causes C. neoformans cell lysis; adenylate kinase release luminescence, 4 h; normalised: neutral wells 0, clomiphene wells 100; lysis activity, % at 15 µM; 0.2% of 360,000 active;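 active = mean lysis activity across replicates of at least 80%, whatever share of replicates individually reach that level; inactive = mean lysis activity below 80%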
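Test system: log-phase Cryptococcus neoformans yeast cells; Quantity: yeast cell density of 5 × 10^6 cells/mL; Buffer or medium: YPD; Doses: single compound concentration per well; Timing: 4 h at 37 °C static, read 1 h later; Measured by: AK luminescence; Read-out basis: lysis from increased AK signal; Control set: Clomiphene as positive control.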
* marks the source's active call; other numbers are inactive results; . = no result given; & = joins results of further samples; [ ] = dose if it differs, or a comment.

molecule	Cneo AK release	F508del corr	Statin myotox sup	PglD inh	FN deposition inh	miR122 inh	PGC1a acetyl inh	INS-1E GSIS act
CCCCN(CCCC)CCn1cnc2c([nH]c3ccc(OC)cc32)c1=O	1.7	-4.9	-24.1	1.0	8.3	.	.	.
N#CCN1CCCC(C(N)=O)C1 (stereo not drawn)	0.8	-5.0	2.5	-1.4	.	0.2	1.5	8.2
Cc1[nH]c(=S)sc1Cc1ccc(F)cc1	2.5	.	.	7.2	-1.1	1.6	.	20.9
CN(C)C(=O)C[C@H]1C[C@H]2c3cc(NC(=O)CC4CC4)ccc3O[C@H]2[C@@H](CO)O1	0.5	-4.1	2.1	0.9	.	-0.8[16.7 µM]	4.1	-1.9
O=c1c2[nH]cnc2n(-c2ccc(F)cc2)c(=O)n1Cc1ccccc1	5.1	-0.4	4.5	0.6	1.3	0.1	5.4	11.1
CC(=O)Nc1ccc(N(C(=O)CNC(=O)c2cccs2)C(C(=O)NCC2CCCO2)c2ccccc2)cc1 (stereo not drawn)	-1.8	1.3	-0.3	8.0	-0.9	.	.	24.7
CC=Cc1ccc2n(c1=O)C[C@@H]1[C@@H](CO)[C@H](C(=O)NCc3ccc(F)cc3)N(C)[C@H]21 (mixture of isomers)	-5.4	0.7	-10.0	1.1	.	1.1[16.7 µM]	2.9	-0.2
COC(CN(C)C(=O)C1CCCN(S(=O)(=O)c2ccc3c(c2)oc(=O)n3C)C1)OC (stereo not drawn)	1.7	2.3	-2.3	-1.8	1.2	4.5	-4.7	13.3
CC(C)N1CCc2c(sc(NC(=O)c3ccc(S(=O)(=O)N4CCOCC4)cc3)c2C(N)=O)C1	1.1	0.2	-4.8	0.4	.	-3.5	-2.8	-7.9
Cc1ccc(C(=O)O/N=C/c2c(C)nn(C)c2Cl)cc1	.	1.6	.	.	7.2	-5.8	15.6	0.7
O=C(O)Cc1ccc(NC(=O)Cc2ccc3ccccc3c2)cc1	-0.1	1.9	-14.7	10.6	-2.0	2.7	.	-1.0
Cc1c(C(=O)N2CCN(c3ccccc3F)CC2)sc2nc(-c3ccccc3)cn12	-3.1	.	-26.2	5.4	.	-0.7	-14.5	.
COc1ccc(C(=O)NC(=S)NNC(=O)CNC(=O)C2CCCCC2)cc1	.	1.4	.	.	-11.4	.	-3.0	2.4
COc1ccc(CN(C)CC(=O)Nc2ccccc2C(F)(F)F)cc1	.	6.6	.	.	3.9	.	1.6	9.0
O=C(CN1C(=O)C(=O)N(C2CCCC2)C1=O)Nc1ccc(Cl)cc1C(F)(F)F	3.7	0.1	0.9	1.6	3.6	22.8	1.6	-16.8
Cn1cnnc1SCC(=O)Nc1cccc(S(=O)(=O)N2CCCCCC2)c1	-0.9	.	-3.5	6.5	.	-4.5	-4.0	3.7
COc1cccc(NC(=O)CN(C)C(=O)c2ccccc2-c2nc3ccccc3s2)c1	4.6	3.5	26.3	4.1	3.8	-3.4	-2.8	-31.1
COc1cccc(NS(=O)(=O)c2cc3c(cc2C)N(C(C)=O)CCO3)c1	-0.8	-6.1	19.3	-0.7	6.9	50.9	-10.8	.
CCOc1cc2c3c(c1)C(C)CC(C)(C)N3C(=O)C2=O (stereo not drawn)	-0.1	.	52.5	-0.2	-10.4	4.0	-2.2	-16.3
O=C(CCNC(=O)c1ccc([N+](=O)[O-])cc1)Nc1nc2ccccc2[nH]1	2.2	0.2	-3.6	-7.3	0.8	5.3	.	2.2
COc1ccc(C(=O)NCCS(=O)(=O)N2CCCC2)cc1	0.9	2.1	9.0	1.0	-2.7	-14.4	-9.3	3.1
C[C@@H]1CCCCO[C@@H](CN(C)Cc2ccc3c(c2)OCO3)[C@H](C)CN([C@H](C)CO)C(=O)c2cc(NC(=O)CCC(F)(F)F)ccc2O1	0.7	1.3	.	3.7	.	28.1[16.7 µM]	2.3	-14.7
COc1ccc(S(=O)(=O)N(C)C[C@@H]2OCCCC[C@@H](C)Oc3ccc(NC(=O)Nc4ccc5c(c4)OCO5)cc3C(=O)N([C@@H](C)CO)C[C@@H]2C)cc1	1.1	1.6	13.9	1.4	.	3.1[16.7 µM]	-7.0	3.0
CCOc1ccc(C(=O)Nc2c(C(=O)N3CCC(N4CCCCC4)CC3)oc3ccccc23)cc1	-1.4	-1.7	1.2	-0.5	-0.2	0.2	-5.9	.
COc1cc(C(=O)OC2CCOC2=O)c([N+](=O)[O-])cc1OC (stereo not drawn)	-0.7	-2.1	2.9	.	-8.2	-3.0	21.4	17.1
CCN(c1ccccc1)S(=O)(=O)c1ccc(OCC(=O)N2CCCC2)cc1	-1.1	0.4	0.2	4.5	19.1	.	.	-3.1
COc1ccc2c3c([nH]c2c1)[C@H](CO)N(C(=O)NC1CCCC1)CC31CN(C(=O)Nc2cccc(F)c2)C1	.	-3.5	.	.	-9.4	.	-1.4	-25.4
Cc1csc(NC(=O)CSc2nnc(-c3ccoc3C)o2)n1	1.8	.	2.7	1.7	-11.9	-4.2	-11.8	.
Cc1ccc(S(=O)(=O)CCC(=O)OCc2nc(N)nc(Nc3ccccc3C)n2)cc1	0.1	-5.1	-9.6	0.9	3.3	.	.	4.5
COc1cc(NC(=O)CSCc2ccc(Cl)cc2)c(C(=O)O)cc1OC	4.7	3.1	2.5	-5.7	0.4	2.9	8.9	-17.8
Cc1ccc(NC(=O)c2ccc3snnc3c2)cc1	.	0.4	.	.	5.6	.	-4.7	27.8
NS(=O)(=O)c1ccc(NC(=O)COC(=O)CCCN2C(=O)c3cccc4cccc(c34)C2=O)cc1	-1.5	2.2	17.5	-4.5	6.5	-0.9	12.4	13.2
O=C(NC1CCCC1)[C@@H]1[C@@H](CO)[C@@H]2Cn3c(ccc(-c4ccccc4)c3=O)[C@H]1N2CCc1ccccc1	-1.6	.	10.8	4.2	.	.	.	-22.9
COc1cccc(CNC(=O)CCNC(=O)c2ccco2)c1	-1.5	-3.1	16.2	1.0	0.8	-6.5	-1.9	4.6
C[C@H](NC(=O)c1nc[nH]c1C(=O)N1CCN(C(=O)OC(C)(C)C)CC1)c1ccccc1	0.0	0.8	-4.7	-7.1	-3.1	-5.9	-2.1	-16.3
OC(CN1CCN(c2ccccc2)CC1)c1ccc2c(c1)CCN2 (stereo not drawn)	2.4	-2.3	9.0	-4.0	.	.	.	.
COc1ccc(OC)c(NC(=O)CSc2nnc(C3CCCCC3)n2N)c1	1.8	-2.8	1.3	0.7	-12.0	-5.3	0.6	7.0
O=C(CN1C(=O)NC2(CCCCCC2)C1=O)NCc1ccc(Cl)cc1	1.6	1.5	-4.3	-0.8	3.2	.	.	-38.4
O=C(C1=C[C@@H](c2ccc(Br)cc2)C[C@@H](OCCCCO)O1)N1CCOCC1	-1.2&-5.3	-2.1&-0.9	12.2	4.5	-2.9	3.1	3.4&2.5	-13.5
Cc1ccc(NC(=O)NC(=O)CN2C(=O)NC3(CCc4ccccc43)C2=O)c(C)c1 (stereo not drawn)	0.3	.	.	-2.4	6.7	.	0.3	.

Ordered by number of heavy atoms (rising): part of the list above.
molecule	Cneo AK release	F508del corr	Statin myotox sup	PglD inh	FN deposition inh	miR122 inh	PGC1a acetyl inh	INS-1E GSIS act
O=C(CN1C(=O)NC2(CCCCCC2)C1=O)NCc1ccc(Cl)cc1	1.6	1.5	-4.3	-0.8	3.2	.	.	-38.4
COc1ccc(OC)c(NC(=O)CSc2nnc(C3CCCCC3)n2N)c1	1.8	-2.8	1.3	0.7	-12.0	-5.3	0.6	7.0
NS(=O)(=O)c1ccc(NC(=O)COC(=O)CCCN2C(=O)c3cccc4cccc(c34)C2=O)cc1	-1.5	2.2	17.5	-4.5	6.5	-0.9	12.4	13.2
O=C(NC1CCCC1)[C@@H]1[C@@H](CO)[C@@H]2Cn3c(ccc(-c4ccccc4)c3=O)[C@H]1N2CCc1ccccc1	-1.6	.	10.8	4.2	.	.	.	-22.9

Continuation:
molecule	Cneo AK release	F508del corr	Statin myotox sup	PglD inh	FN deposition inh	miR122 inh	PGC1a acetyl inh	INS-1E GSIS act
CSc1ccc(Cl)c(C(=O)NNC(=O)c2cccs2)c1	0.4	3.3	9.2	3.5	2.4	-0.2	-0.6	0.7
O=C(COc1ccc2c3c(c(=O)oc2c1)CCC3)NCC1CCC(C(=O)O)CC1 (stereo not drawn)	0.1	-1.7	-2.1	-2.9	-20.0	-6.3	-3.0	12.1
CC12CC3CC(C)(C1)CC(C(=O)Nc1nncs1)(C3)C2	2.0	-2.6	-1.1	11.5	-3.6	-3.1	3.2	2.1
O=C(NCCc1ccccc1)C1Cc2c(-c3ccc4c(c3)OCO4)ccnc2O1 (stereo not drawn)	2.0	3.8	-7.7	2.1	8.1	5.8	-4.8	.
COc1ccc(Cl)cc1C(=O)OCC(=O)NCCNC(=O)COC(=O)c1cc(Cl)ccc1OC	4.1	0.4	7.6	2.6	-0.7	-0.1	7.4	-20.7
CC1(C(=O)NS(=O)(=O)c2cccc(C#N)c2)CCN1C(=O)Cc1ccc(Cl)cc1Cl (stereo not drawn)	0.9	0.9	1.2	-4.7	-1.6	-7.6	5.0	-1.2
CC(c1ccccc1)C(NC(=O)OCC1c2ccccc2-c2ccccc21)C(=O)O (stereo not drawn)	0.4	4.3	5.4	-2.3	10.4	-1.3	6.5	17.1
C[C@H]1CN([C@@H](C)CO)C(=O)c2cc(C#Cc3ccccc3)cnc2O[C@H]1CN(C)C(=O)CN(C)C	0.3	1.7	-6.5	-2.5	12.2	-8.1[16.7 µM]	-3.8	-0.1
CN(CC(=O)NCc1ccccn1)S(=O)(=O)c1ccc(Br)cc1	.	-1.9	.	.	9.6	-0.7	-9.1	11.7
Cc1ccc2[nH]c(C(=O)N3CCN(c4cccc(Cl)c4)CC3)cc2c1	0.8	-1.0	6.5	3.5	3.9	.	.	1.4
O=C1/C(=C\c2c(NCCOCCO)nc3ccccn3c2=O)SC(=S)N1Cc1ccco1	-0.6	1.8	4.6	-6.7	-0.6	.	.	8.4
CN(Cc1cccc(F)c1)C(=O)c1cccc(S(=O)(=O)N2CCN(Cc3ccccc3)CC2)c1	4.1	0.3	.	5.4	.	-4.4	-1.5	20.5
COc1ccccc1C(=O)NC(CCSC)C(=O)NNC(=O)c1ccncc1 (stereo not drawn)	-1.3	0.9	-9.0	0.7	-1.0	3.0	.	8.3
Oc1ccc(-c2nc3ccccc3nc2-c2ccc(O)cc2O)c(O)c1	-1.1	-1.9	28.5	-1.1	5.9	-14.2	0.1	0.8
COC(=O)C1=C(C(=O)OC)[C@]2([C@@H]3CCCCN[C@@H](Cc4ccccc4)C(=O)N3Cc3ccccc3)C=C[C@H]1O2	0.4	0.5	-4.6	-4.8	5.4	-1.6	2.8	-1.5
C[C@@H]1CN([C@@H](C)CO)C(=O)c2cc(N(C)C)ccc2O[C@H]1CN(C)S(=O)(=O)c1cccs1	2.4	1.1	-8.2	12.0	5.8	5.0[16.7 µM]	8.3	15.6
Cc1cccc(N2CCN(C(=O)C(C)n3nc(C)n4c(cc5occc54)c3=O)CC2)c1C (stereo not drawn)	-0.7	.	-2.4	0.9	1.7	3.6	5.0	.
C[C@H](CO)N1C[C@H](C)[C@H](CN(C)Cc2ccccc2)OCCCC[C@H](C)Oc2ccc(NC(=O)c3ccncc3)cc2C1=O	-3.8	2.4	.	6.0	-0.1	-5.4[16.7 µM]	-4.0	16.1
